Screening results deposited in PubChem BioAssay by National Center for Advancing Translational Sciences (NCATS).
D3 antag – qHTS of D3 Dopamine Receptor Antagonist: qHTS. D(3) dopamine receptor (Homo sapiens), P35462. D3R cells, DiscoveRx beta-arrestin luminescence, antagonist mode; active compounds read low. max response, negative = inhibition, %. 360,000 tested, 2.5% active; in the data active means max response below about -50%; inconclusive means no clear call, values can overlap the other calls; further: on the % scale 0 is the no-effect control and ±100 the full control effect; mostly tested at two doses, the higher about 12 µM
Target sequence (P35462 whole entry, looked up): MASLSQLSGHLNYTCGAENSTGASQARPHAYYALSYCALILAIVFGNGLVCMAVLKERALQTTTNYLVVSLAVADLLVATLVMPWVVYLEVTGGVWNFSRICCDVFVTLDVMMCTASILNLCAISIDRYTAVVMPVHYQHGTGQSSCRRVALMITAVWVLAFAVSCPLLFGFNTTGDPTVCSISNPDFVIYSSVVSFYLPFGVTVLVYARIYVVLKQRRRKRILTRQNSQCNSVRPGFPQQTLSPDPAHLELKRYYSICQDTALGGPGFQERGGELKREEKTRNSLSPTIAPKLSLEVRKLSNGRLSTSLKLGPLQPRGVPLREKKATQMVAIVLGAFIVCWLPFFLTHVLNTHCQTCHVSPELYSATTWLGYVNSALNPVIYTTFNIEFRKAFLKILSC
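Cells plated overnight at 1500 cells/well, then exposed to library compounds with dopamine controls for 90 minutes at 37 degrees C. DiscoveRx reagent added for 30–60 minutes at room temperature; luminescence read, quantitative HTS format.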
D3 ag – qHTS of D3 Dopamine Receptor Agonist: qHTS; D3R DiscoveRx beta-arrestin cells, luminescence, 90 min; max activation, %; 410,000 tested, 0.58% active; in the data active means max activation above about 30%; further: 0% is about no effect; mostly tested at two doses, the higher about 12 µM
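Cells at 1500/well, incubated overnight, then treated with pinned compounds (dopamine as control) for 90 min at 37 degrees C. DiscoveRx reagent added for 30 - 60 minutes at room temperature; luminescence read.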
GLP1R inv ag – qHTS of GLP-1 Receptor Inverse Agonists (Inhibition Mode). HEK293 GLP-1R CRE-luciferase, luminescence, 24 h; GLP-1R form is constitutively active. Potency, µM (titrated, usually from 38.3 µM), for inactives: at the highest dose activity change, negative = inhibition, most hits filed as inhibitors. 410,000 tested, 1.6% active; further: potency means the concentration at half of the fitted maximal effect; on the % scale 0 is the no-effect control and ±100 the full control effect; nearly all actives have a fitted effect of over 55% in size
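Assay principle: reduced luminescence from a cAMP-responsive reporter in HEK293 cells co-expressing a constitutively active GLP-1R. Conditions: 24 hr compound incubation, 37 deg C, 5% CO2.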
WRN inhibitor – qHTS for Inhibitors of WRN Helicase; Bifunctional 3'-5' exonuclease/ATP-dependent helicase WRN (Homo sapiens), Q14191; WRN helicase unwinding, fluorescent forked duplex, kinetic; Potency, µM (doses to about 114 µM), for the others: at the top dose activity change, negative = inhibition, usual class: inhibitors; 360,000 tested, 0.46% active; further: potency means the concentration at half of the fitted maximal effect; on the % scale 0 is the no-effect control and ±100 the full control effect; nearly all actives have a fitted effect of over 55% in size
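WRN at 20 nM final preincubated with compound 15 min at room temperature; reaction started with 100 nM fluorophore/quencher forked duplex oligonucleotide and 2 mM ATP final. Unwinding followed kinetically by red fluorescence (ex 525, em 598 nm).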
HEK293 tox – qHTS of GLP-1 Receptor Inverse Agonists: Cytotox Screen | HEK293 cAMP-luciferase reporter cells, luminescence, 24 h | Potency, µM (titrated, usually from 38.3 µM), inactives show at the top dose activity change, negative = inhibition, usual class: inhibitors | 410,000 tested, 0.13% active;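 further: loss of luciferase light is scored as toxicity; potency means the concentration at half of the fitted maximal effect; on the % scale 0 is the no-effect control and ±100 the full control effect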
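Here, cytotoxicity is scored as loss of luminescence. The MLSMR collection was tested on cells seeded in medium containing 10% Nu serum, with a 24 hr compound exposure preceded by 12 hours of culture.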
PLK1 PBD block – qHTS for Inhibitors of PLK1-PDB (polo-like kinase 1 - polo-box domain): Primary Screen. Serine/threonine-protein kinase PLK1 (Homo sapiens), P53350. Potency, µM, without a hit: max response, negative = inhibition, usual class: inhibitors. 360,000 tested, 2.8% active. Plk1 PBD binding of FITC phosphopeptide, fluorescence polarization; further: potency means the concentration at half of the fitted maximal effect; series mostly up to about 57 µM; on the % scale 0 is the no-effect control and ±100 the full control effect; nearly all actives have a fitted effect of over 65% in size
GLP-1R agonist – qHTS of GLP-1 Receptor Agonists | Glucagon-like peptide 1 receptor (Homo sapiens), P43220 | HEK293 GLP-1R CRE-luciferase, luminescence, 4-6 h; cells express a hypersensitive GLP-1R form | Potency, µM (highest dose often 45.6 µM), inactives show at the top dose activation, usual class: activators | 380,000 tested, 0.007% active; further: potency means the concentration at half of the fitted maximal effect; % of control where 0% means no effect
IL2 activator – qHTS of IL-2 Activators. IL-2 activation reporter assay, cell-based qHTS; stimulated with anti-CD3/CD4/CD28 beads; in transgenic mouse T cells. activation, % (series mostly up to about 46 µM). 360,000 tested, 0.065% active. AID 652025, 2013; in the data active means activation above about 50%; inconclusive means mostly about 30% to 49%; further: 0% is about no effect
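EGFP and DsRed fluorescence is measured by plate cytometry in unstimulated transgenic mouse T cells exposed to compound for 60 minutes, then stimulated 18 hours at 37 degrees C with anti-CD3/anti-CD4 beads plus anti-CD28.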
PI5P4K alpha inh – qHTS for Inhibitors of phosphatidylinositol 5-phosphate 4-kinase (PI5P4K). PI5P4Kalpha enzyme, ADP-Glo luminescence, 60 min; active compounds read low. max response, %. 330,000 tested, 1.2% active. AID 652105, 2013; active means max response of -50% or lower; inconclusive means between -30% and -50%; inactive means -30% or higher; further: value at the top dose of about 77 µM; on the % scale 0 is the no-effect control and ±100 the full control effect
Target sequence (P48426 whole entry, looked up): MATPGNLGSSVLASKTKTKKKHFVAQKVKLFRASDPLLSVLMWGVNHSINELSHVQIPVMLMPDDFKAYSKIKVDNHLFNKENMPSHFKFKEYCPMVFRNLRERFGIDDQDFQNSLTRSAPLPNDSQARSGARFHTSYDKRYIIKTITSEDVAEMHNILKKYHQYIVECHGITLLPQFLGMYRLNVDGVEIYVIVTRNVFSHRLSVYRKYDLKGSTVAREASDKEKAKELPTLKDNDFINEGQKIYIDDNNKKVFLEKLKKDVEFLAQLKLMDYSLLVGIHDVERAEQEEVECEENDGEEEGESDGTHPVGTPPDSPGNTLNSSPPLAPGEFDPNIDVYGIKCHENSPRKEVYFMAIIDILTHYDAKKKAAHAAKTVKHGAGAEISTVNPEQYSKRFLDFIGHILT
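qHTS, 1536-well: enzyme/substrate mix, compound by pin tool, 5 microM ATP final; RT 60 min; ADP-Glo reagents 1 (45 min) then 2 (30 min); luminescence.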
* = called active by the depositor; ? = inconclusive; / = no result given; & = joins results of further samples; [ ] = remark or other dose. Unless noted, the call rests on the fitted dose curve; in most records, active means well fitted curve in the direction sought with a large enough effect; inconclusive means small, poorly fitted or top-dose-only effect, or another doubt; inactive means no such curve, though single readings can be large; an effect the other way counts as inactive or inconclusive. Compounds were not picked by outcome; 7.8% or so of the library scored in one or more.

SMILES	D3 antag	D3 ag	GLP1R inv ag	WRN inhibitor	HEK293 tox	PLK1 PBD block	GLP-1R agonist	IL2 activator	PI5P4K alpha inh
O=C(NCc1ccco1)/C(=C\c1ccco1)NC(=O)c1ccccc1Cl	7.0	2.7	2.6%	-2.8%	1.2%	-8.3%	12.0%	-1.3	0.2
CN(Cc1ccon1)C(=O)C1CCC(=O)N(CCc2ccc(Cl)cc2)C1 (centres undefined)	8.7	5.6	17.6%	5.7%	0.3%	-2.1%	-2.4%	-1.5	-0.3
CCc1nnc(NC(=O)CSc2nc3ccccc3o2)s1	10.6	6.7	2.7%	3.8%	-13.4%	-7.9%	-9.1%	-1.7	/
Cc1ccc(S(=O)(=O)N2[C@@H](c3ccccc3F)C(C(=O)O)=CC[C@H]2c2cccc(C)c2)cc1	0.0	-29.4	-21.9%	18.3%	?	-4.0%	-4.1%	0.1	-1.2
CC1CCN(c2nc(N3CCCCC3)nc(N3CCCCC3)n2)CC1	-1.9	-1.1	7.1%	0.4%	1.5%	-14.4%	5.9%	1.1	-11.9
COc1ccc(S(=O)(=O)N2CCN(CCOc3ccccc3Cl)CC2)cc1OC	-21.9	35.6*	?	14.8%	-1.5%	-11.4%	6.0%	-0.3	2.5
C/C(=N\NC(=O)c1ccccc1-n1cccc1)c1ccccn1	?	-9.7	?	0.9%	?	-5.9%	0.8%	0.4	8.0
CCCCNC(=O)C1(O)c2cc(Br)ccc2NC(=O)N1c1cccc(OC)c1 (centres undefined)	-1.8	8.2	-1.0%	-1.0%	0.9%	-5.4%	8.6%	0.9	6.6
O=C(Nc1ccccc1)/C(=C\c1ccco1)NC(=O)c1ccco1	-4.4	-3.0	1.8%	3.5%	3.8%	-11.5%	5.9%	0.8	-6.7
COc1ccc(Nc2nc(OC)nc(OC)n2)cc1	6.0	0.5	76.5%[activator]	-10.2%	17.5%	-0.4%	25.0%	-0.5	-1.4
COc1ccc(CCN2CC(C(=O)O)CC2=O)cc1OC (centres undefined)	-9.8	-1.3	1.7%	-8.7%	-12.9%	-1.5%	-5.5%	-0.2	-0.6
NS(=O)(=O)c1ccc(NC(=O)COC(=O)C2CC2)cc1	1.2	12.9	7.5%	15.3%	-3.2%	-12.2%	5.7%	0.2	2.0
C[C@@H]1ON(C)[C@H]2C[C@H]3c4cc(N5CCOCC5)ccc4CCN3C(=O)[C@@H]12	-20.2	-22.0	20.4%	4.1%	-10.7%	-14.2%	4.4%	-0.3	-0.4
Cc1ccc(OCC(=O)N/N=C/C=C/c2ccco2)cc1C	-15.9	6.0	0.0%	-20.6%	?	-6.6%	-1.5%	-4.2	?
Cc1ccc(C(=O)OCC(=O)N2C(C)CCCC2C)cc1S(=O)(=O)N1CCOCC1 (centres undefined)	5.6	-3.5	-45.0%	-11.3%	12.7%	-7.2%	6.4%	0.7	2.7
CCCS(=O)(=O)N1CCCC(C(=O)NCCN2CCOCC2)C1 (centres undefined)	-28.1	4.1	9.6%	6.5%	-16.4%	-0.7%	-6.4%	-0.1	2.2
CC1CCN(c2ccc(NC(=S)NC(=O)c3ccco3)cc2)CC1	0.0	-10.2	?	-2.3%	?	-7.3%	-0.3%	0.1	-4.3
C/C(=N\OCC(=O)Nn1c(C)nc2ccccc2c1=O)c1ccccc1	0.2	22.6	9.6%	2.5%	3.5%	-5.4%	-13.3%	-3.2	0.1
CCn1cc2nc(SCC(=O)Nc3ccc(OC)c(Cl)c3)n(Cc3ccc(OC)cc3)c(=O)c2n1	/	1.7	16.5%	/	15.5%	/	-1.2%	/	/
O=c1ccn(Cc2ccccc2)c2ccccc12	15.3	17.6	8.8%	3.2%	1.0%	-7.5%	11.3%	-0.2	0.4
CC(NC(=O)C(NC(=O)C1CCCN1C(=O)OC(C)(C)C)C(C)C)C(N)=O (centres undefined)	-9.5	0.2	-21.4%	1.0%	-4.7%	-12.3%	5.9%	-0.8	/
O=C(N/C(=C\c1cccnc1)c1nc2ccccc2[nH]1)c1cccc(Br)c1	-20.9	-14.0	17.4%	6.5%	-15.7%	-8.0%	8.1%	-2.6	5.4
CCn1c(CNc2ccc(Cl)cc2)nnc1SCCN1CCCCC1	19.0	-11.2	?	2.8%	-6.0%	-3.1%	4.3%	0.9	-0.3
O=C(CSc1nnc(-c2cccs2)o1)N1CCc2ccccc21	21.2	-1.6	0.0%	8.4%	-18.4%	-5.2%	0.0%	-1.0	-0.9
CC(C)(C)c1cc(C(=O)N/N=C/c2ccc(O)cc2)n(-c2ccccc2)n1	-12.8	-5.3	2µM*	-20.8%	8.7%	-1.0%	-3.6%	-1.1	-7.4

3 compounds already listed, sorted by number of heavy atoms, lowest first:
SMILES	D3 antag	D3 ag	GLP1R inv ag	WRN inhibitor	HEK293 tox	PLK1 PBD block	GLP-1R agonist	IL2 activator	PI5P4K alpha inh
O=C(Nc1ccccc1)/C(=C\c1ccco1)NC(=O)c1ccco1	-4.4	-3.0	1.8%	3.5%	3.8%	-11.5%	5.9%	0.8	-6.7
COc1ccc(S(=O)(=O)N2CCN(CCOc3ccccc3Cl)CC2)cc1OC	-21.9	35.6*	?	14.8%	-1.5%	-11.4%	6.0%	-0.3	2.5
Cc1ccc(S(=O)(=O)N2[C@@H](c3ccccc3F)C(C(=O)O)=CC[C@H]2c2cccc(C)c2)cc1	0.0	-29.4	-21.9%	18.3%	?	-4.0%	-4.1%	0.1	-1.2

The list goes on.
SMILES	D3 antag	D3 ag	GLP1R inv ag	WRN inhibitor	HEK293 tox	PLK1 PBD block	GLP-1R agonist	IL2 activator	PI5P4K alpha inh
COc1ccccc1C(=O)NCCC(=O)N1CCN(C(C)=O)CC1	18.1	-0.8	-1.4%	-6.9%	-3.3%	3.0%	-15.9%	-0.9	1.0
Cc1ccc(-c2csc(NC(=O)CN3CCOCC3)n2)cc1C	0.0	-4.1	-21.6%	2.5%	-11.1%	-1.1%	7.2%	-3.3	4.8
O=C(Nc1ccc(Cl)cc1)Nc1ccon1	3.3	0.4	?	-4.0%	?	-1.7%	-2.1%	-0.2	-1.2
CC(=O)OCC(OC(C)=O)C(OC(C)=O)C(OC(C)=O)C(=O)Nc1ccc(C)cc1C (centres undefined)	-2.3	-3.9	8.9%	12.0%	0.4%	-6.7%	-9.8%	-1.7	/
O=C(c1cccs1)N1CCN(C(=O)c2cn(-c3ccccc3)nc2-c2ccccc2)CC1	19.1	-9.4	10µM*	-32.6%	-0.2%	1.5%	-3.1%	3.4	-2.0
O=C(Nc1ccccn1)c1ccc(Cl)c(S(=O)(=O)N2CCOCC2)c1	-7.7	3.7	18.7%	-32.1%	12.5%	-9.5%	0.9%	-1.6	-6.7
COc1ccc(OC)c(N2C(=O)CC(Cc3ccc(C)cc3)C2=O)c1 (centres undefined)	20.7	4.7	-18.5%	3.8%	24.1%	-18.1%	7.7%	-0.7	5.9
CCN(CC)S(=O)(=O)c1ccc(C(=O)N(c2ccc(C)cc2)C2C=CS(=O)(=O)C2)cc1 (centres undefined)	13.1	16.9	-14.5%	-13.2%	-10.6%	1.3%	2.5%	0.1	-2.0
CCN1C(=O)C(CC(=O)Nc2ccc(OC)cc2)N(CCc2ccc(OC)cc2)C1=S (centres undefined)	-14.1	0.6	?	-10.8%	3.5%[7.66 µM]	-12.4%	11.3%	-0.3	2.4
C=CCc1cccc(C=Nc2cccn3cc(-c4ccccc4)nc23)c1O	2.8	1.8	16.6%	2.5%	1.3%	-9.9%	13.7%	0.0	7.9
CCOC(=O)COc1cc(C)c(Cl)cc1C(=O)c1ccn2nc(-c3ccc(OC)cc3)cc2n1	/	7.0	8.0%	/	4.3%	/	-0.2%	/	/
Cc1ccc(CN2C(=O)S/C(=C\c3ccccc3OCC(=O)O)C2=O)cc1	13.7	-1.5	?	-11.5%	2.7%	-28.9%	-1.1%	-0.3	5.2
Cc1cccn2c(=O)c3cc(C(=O)NCc4cccnc4)c(=N)n(CC4CCCO4)c3nc12 (centres undefined)	4.5	3.2	6.1%	6.2%	410.2%[activator]	3.5%	6.1%	1.8	6.5
COc1ccc(C(=O)OCC(=O)N2CCN(C(=O)c3ccco3)CC2)cc1OC	6.6	3.3	9.7%	-1.0%	-2.2%	-14.6%	9.7%	0.3	6.8
O=C(C1CCN(S(=O)(=O)c2cccnc2)CC1)N1CCCCC1	9.2	-5.2	22.9%	-4.3%	9.0%	-7.6%	-5.0%	-1.8	/
O=C(CCCOc1ccc(Cl)cc1Cl)N1CCN(c2ccccn2)CC1	12.4	3.5	0.0%	-1.5%	1.4%	-12.1%	7.9%	-0.7	/
O=S1(=O)N[C@@H](Cc2ccccc2)COc2cc(N3CC[C@H](O)C3)ccc21	12.3	2.1	-29.2%	0.4%	-0.4%	-11.8%	-2.3%	0.4	6.3
C[N+]1(C)CCCC(OC(=O)C(O)(c2ccccc2)c2ccccc2)C1 (centres undefined)	8.9	20.1&5.3	1.7%	3.1%	-6.6%	-7.8%	-0.3%	0.8	4.0
COc1ccc(CNC(=O)C2CCCN(S(=O)(=O)c3cnc[nH]3)C2)cc1 (centres undefined)	-3.3	4.0	-7.0%	3.6%	0.7%	-4.5%	1.7%	-0.2	5.4
Fc1ccc(C2=NOC(c3nnc(-c4ccccc4)o3)C2)cc1 (centres undefined)	-20.6	4.5	11.7%	-0.8%	-3.2%	-4.5%	1.4%	1.0	-1.6
CCC[C@@H](CN1CCC[C@H]1CN1C(N)=NC[C@@H]1Cc1ccccc1)N1C[C@@H](Cc2ccccc2)N(CCCC2CCCC2)C1=N	-64.1*	-55.4	-6.9%	8.3%	-70.6%	-2.0%	1.1%	-0.5	-18.5
CCN(CC)c1ccc(S(=O)(=O)N2CCOCC2)cc1NC(=O)CSc1nncn1C	-7.8	2.8	3.4%	6.0%	0.5%	-5.8%	8.1%	2.5	-0.3
